PriA SSB inh: inhibitors of Klebsiella pneumoniae PriA binding to SSB C-terminal tail; inhibition, % at 33 µM; hit rate 0.6% among 430,000; AID 1272365; AlphaScreen SSBct-PriA binding, biotinylated peptide; in the data active = inhibition mostly above about 37%, no sharp cut-off; inactive = mostly below about 20%;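 note: plate controls were negative control peptide for no effect and reference peptide for full effect; strong numbers were not always called active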
Numbers without * were called inactive; & = joins results of further samples. Only part of the results is shown (hit frequency here may not be typical).

SMILES	PriA SSB inh
O=C(NCCCN1CCN(c2ccccc2)CC1)C1(c2ccccc2)CCOCC1	8.0
NC(=O)c1oc2ccccc2c1NC(=O)CSc1ccccc1	1.0
Cc1ccc(S(=O)(=O)c2nc(S(C)(=O)=O)sc2NCCc2c[nH]c3ccccc23)cc1	8.0
CCC(O)c1nc2ccccc2n1Cc1ccc(Cl)cc1Cl (stereo not given)	-2.0
COc1ccc(OC)c(NC(=O)CSc2nnc(C)c3cnn(-c4ccc(C)c(C)c4)c23)c1	7.0
CC(CCc1ccccc1)NC(=O)CCc1csc(NC(=O)Nc2ccccc2)n1 (stereo not given)	-14.0
Cc1cc2ncc(NC(=O)NCc3ccc(F)cc3)cn2n1	-9.0
O=C(c1ccc(=O)n(Cc2ccc(F)cc2)n1)N1CCN(c2ccccc2F)CC1	-5.0
CCc1ccc(Oc2cc(N3CCC(C(=O)NCc4ccccn4)CC3)ncn2)cc1	-5.0
O=C(Cn1cccn1)NCc1ccncc1	-1.0
Clc1ccc2nc(NCCN3CCOCC3)sc2c1	35.0
O=c1[nH]c2c(oc3ccccc32)c(=O)n1-c1ccc(F)cc1	7.0
O=C(c1cc(-c2ccco2)on1)N1CCN(C(=O)C2CC2c2ccccc2)CC1 (stereo not given)	-12.0
O=C1NC(=O)C2(CCN(C(=O)c3c(F)cccc3F)CC2)N1	-3.0
Cn1cc(S(=O)(=O)N2CCCN(C(=O)CSCc3ccccc3)CC2)cn1	-5.0
Nc1nnnn1N=C/C(Br)=C/c1ccccc1	5.4
O=C(NCCS(=O)(=O)N1CCN(c2ncccn2)CC1)C1CC1	-4.0
C=CCOC(=O)C1=C(C)NC(SCC(=O)c2ccc(OC)cc2)=C(C#N)C1c1cccs1 (stereo not given)	-19.0
COc1ccc(C(=O)CSc2ccc3nc(-c4ccccc4)cn3n2)cc1	-4.0
COc1ccc(-c2ccc(N3CCCC(C(=O)Nc4ccncc4)C3)nn2)cc1 (stereo not given)	21.0
Cn1c(SCC(=O)N2CCCc3ccccc32)nc2c(-c3ccccc3)csc2c1=O	-8.0
COc1cccc(N2CC(NC(=O)c3ccccc3Br)CC2=O)c1 (stereo not given)	-7.0
CCc1cccc(CC)c1NC(=O)/C=C/c1ccc(OC)cc1OC	-13.0
CSc1ccccc1NC(=O)C(=O)NCCN1CCC(c2cccs2)CC1	-9.0
Cc1ccccc1OCCn1cnc2ccccc21	7.0
NCCC(=O)Nc1ccc(Br)cc1	-16.0
CCOC(=O)CCC(=O)Nc1cccc(-c2cnc3n2CCC3)c1	8.0
Cn1cccc1CN(Cc1cccs1)C(=O)CCc1ccc(S(C)(=O)=O)cc1	-1.0
Cc1cc(C)c(C(=O)/C=C/c2c3ccccc3cc3ccccc23)cc1C	3.0
CC1CN(C(=O)Cn2cc(SCc3cccc([N+](=O)[O-])c3)c3ccccc32)CC(C)O1 (stereo not given)	3.0
O=C(NN=Cc1c[nH]c2ccccc12)C1CC(=O)N(c2ccccc2)C1 (stereo not given)	-4.5
O=C(Cc1cc(-c2cccs2)on1)NCc1ccco1	0.0
Cc1c(Cl)cccc1NC(=O)CCCn1nc(-c2cccs2)ccc1=O	-8.0&-6.0
CSc1ccc([C@@H](O)CNS(=O)(=O)c2cc(C)c(C)cc2C)cc1	10.0
O=C(NN=Cc1ccccc1)c1cccc(C(=O)NN=Cc2ccccc2)n1	-7.8
CC1(C)SC[C@@H](C(=O)O)NC1=O	-14.0
Cc1ccc(-c2nc(NN=Cc3ccccc3[N+](=O)[O-])c3ccccc3n2)cc1	-1.8
CCOC(=O)c1c(NC(=O)c2ccc(C(=O)OC)cc2)sc2c1CCC2	-1.0
COC(=O)C=c1sc(=C(C#N)C(=O)NCc2ccccc2)n(-c2ccccc2)c1=O	-6.6
Cc1c(Cl)cccc1S(=O)(=O)N1CC(n2cc(COc3ccccc3)nn2)C1	-18.0

Some of the entries above in another layout:
canonical_smiles | PriA SSB inh
O=C(NN=Cc1c[nH]c2ccccc12)C1CC(=O)N(c2ccccc2)C1 (stereo not given) | -4.5
COc1cccc(N2CC(NC(=O)c3ccccc3Br)CC2=O)c1 (stereo not given) | -7.0
O=C(Cc1cc(-c2cccs2)on1)NCc1ccco1 | 0.0
CCc1cccc(CC)c1NC(=O)/C=C/c1ccc(OC)cc1OC | -13.0

(listing goes on)
SMILES	PriA SSB inh
CCN1C(=O)CCc2cc(NC(=O)CC(C)C)ccc21	19.0
COCCNC(=O)c1nnn(-c2ccccc2)c1CSc1ncccn1	0.0
O=C1c2cccc3cccc(c23)C(=O)N1CC1CCN(CC(O)COc2ccc3c(c2)OCO3)CC1 (stereo not given)	-12.0
O=C(Cc1cccc2ccccc12)Nc1ccc2c(c1)CCCN2C(=O)c1ccco1	18.0
O=C(/C=C\c1ccccc1)N1CCN(Cc2nc3ccccc3[nH]2)CC1	2.0
Cn1cccc1C(CNS(=O)(=O)c1cccs1)N1CCc2ccccc2C1 (stereo not given)	23.0
Cc1c(NC(=O)C2CN(S(C)(=O)=O)C2)c(=O)n(-c2ccccc2)n1C	-12.0
Cc1cnc(NC(=O)C2CN(C(=O)COc3ccccc3F)C2)s1	-4.0
CCOC(=O)c1c(NC(=O)c2ccco2)sc(C)c1-c1ccc(OC)cc1	1.0
CCCCn1c(O)c(C=NN2CCOCC2)c(=O)[nH]c1=S	-2.2
CCN(CC)c1ccc(N/C=C(/C#N)S(=O)(=O)c2ccc(Cl)cc2)cc1	7.0
COC(=O)c1ccc(C(=O)Nc2nnc(-c3ccc(OC)cc3)o2)cc1	-19.0&-18.0
O=C(COc1ccc(Cl)cc1)NCCOc1ccc2nnc(-c3ccccc3)n2n1	-9.0
Cc1ccccc1-c1nc(C#N)c(N2CCN(c3ccccc3)CC2)o1	48.8
Cc1ccc(S(=O)(=O)N2CCOC23CCN(S(=O)(=O)c2ccc4c(c2)OCCO4)CC3)cc1	-3.0
CC(=O)C1C2c3ccccc3O[C@@]1(C)N=c1sc(=Cc3ccoc3)c(=O)n12 (stereo not given in full)	1.7
NNC(=O)CNC(=O)c1ccc([N+](=O)[O-])cc1	3.0
COCCn1cc(NC(=O)Nc2cccc(C)c2C)c2ccccc21	7.0
CS(=O)(=O)N1CC(C(=O)NCCC2=CCCCC2)C1	-13.0
COc1ccc(-c2csc3[nH]c(=S)n(Cc4ccccc4)c(=O)c23)cc1OC	-3.0
COc1ccccc1CC(=O)NCCOc1ccc2nnc(-c3ccc(F)cc3)n2n1	-14.0
CN(C)Cc1c(C(=O)NN=Cc2ccncc2)nnn1-c1nonc1N	1.1
O=C(NCC(O)Cn1ccccc1=O)c1ccc(=O)[nH]c1 (stereo not given)	-8.0
Cc1csc(CN2CCN(C(=O)COc3ccccc3F)CC2)n1	-5.0
CCNc1cc(C)nc(NCCNC(=O)COc2cc(-n3cccn3)nc(C)n2)n1	-7.0
COc1ccc(S(=O)(=O)NN=C(C)c2cccc(NC(=O)c3ccccc3Cl)c2)cc1	3.9
O=C(CCCc1ccccc1)NCC1(CO)CC1	5.0
CCOCCn1c(=NC(=O)CCSc2ccccc2)sc2cc(Cl)ccc21	5.0
Cc1cccc(NC(=O)COc2cccc3ccc(N4CCN(c5ccccc5)CC4)nc23)c1C	1.0
Cc1csc(SCc2cc(=O)c(OC(=O)COc3ccc(Cl)cc3)co2)n1	-3.0
Cc1cc(=O)[nH]c(-n2nc(-c3cccs3)cc2NC(=O)C(=O)c2c[nH]c3ccccc23)n1	2.0
COc1ccc(OC)c2sc(N(Cc3ccccn3)C(=O)C3CCCCC3)nc12	18.0
Cc1ccsc1-c1nc(C(N)=O)c2[nH]c(=O)n(-c3ccccc3F)c2n1	1.0
Cc1cc[n+](-c2[nH]c(=O)sc2C=NN=C([O-])c2ccncc2)cc1	9.3
COc1ccc(CNC(=O)NCCC(CCO)c2ccccc2)cc1 (stereo not given)	-9.0
CCCN1CCCc2cc(CCNC(=O)C(=O)Nc3ccc(C(C)C)cc3)ccc21	23.0
COc1ccccc1-c1nnc(NC(=O)Cc2cccs2)s1	9.0
CCOC(=O)c1c(-c2ccc(OCC)cc2)csc1NC(=O)c1ccco1	-10.0
O=C(Nc1nc2ccc(F)cc2s1)c1cc2cc([N+](=O)[O-])ccc2s1	-12.0
CCOc1cccc2sc(NC(=O)c3ccccc3S(C)(=O)=O)nc12	-5.0
Cn1nccc1C(=O)Nc1nc(-c2ccc3ccccc3c2)cs1	6.0
Cc1ccc2c(CC(=O)NCCc3ccc(S(N)(=O)=O)cc3)cc(=O)oc2c1	3.0
Cn1ccnc1N1CCN(C(=O)C2CCCCC2)CC1	-14.0
O=C(NCCN1CCOCC1)N(c1ccccc1)c1ccccc1	4.0
CCOc1ccc(-c2cc(=O)n(CC(=O)NCc3cccs3)cn2)cc1	-15.0
COC(=O)c1ccc(C(=O)NCCn2nc(C(F)(F)F)cc2C2CC2)cc1	-5.0
CS(=O)(=O)NCC1CCCN1c1ccccc1 (stereo not given)	-4.0
O=C(Nc1cccc2cnccc12)c1cccc(S(=O)(=O)N2CCCCCC2)c1	-9.0
C#CCn1c(=NC(=O)CCCS(=O)(=O)c2ccc(F)cc2)sc2cc3c(cc21)OCO3	-11.0
O=C(NC12CC3CC(CC(C3)C1)C2)c1cccc(C(=O)NC23CC4CC(CC(C4)C2)C3)c1	-23.0
COc1ccc(Cl)cc1NC(=O)Cn1cnc2c(cnn2C(C)(C)C)c1=O	5.0
CCOc1ccc(C(C)C)cc1S(=O)(=O)Nc1ccc(-c2ccc(N3CCCC3)nn2)cc1	3.0
CCN=c1scc(-c2ccc(F)cc2)n1N=Cc1ccccn1	2.4
COc1ccc(CCC(=O)Nc2cc(C)nn2-c2nc3c(cnn3-c3cccc(C)c3C)c(=O)[nH]2)cc1	-3.0
O=C(Nc1ccccc1Cl)C1Cc2ccccc2OC1=NO (stereo not given)	3.7
O=C(CSCc1ccccc1)NCCOc1ccc(-c2ccc(F)cc2)nn1	8.0
C#C[C@@]1(O)CCC2C3CCC4=CC(=NOCC(=O)NC(C(=O)NC(CC(C)C)C(=O)O)C(C)C)CC[C@]4(C)C3CC[C@@]21C (stereo not given in full)	-4.8
COc1cc(C(=O)NCC(=O)N2CCOC(c3ccccc3)C2)cc(OC)c1OC (stereo not given)	2.0
CSc1nc(NCC(C)C)c2cnn(CCNC(=O)c3c(-c4ccccc4Cl)noc3C)c2n1	29.6
CCOCC(=O)Nc1ccc2c(c1)CN(C(=O)c1cccs1)CC2	5.0

In another format: 4 of the compounds above
> CC1(C)SC[C@@H](C(=O)O)NC1=O
  PriA SSB inh: -14.0

> CCNc1cc(C)nc(NCCNC(=O)COc2cc(-n3cccn3)nc(C)n2)n1
  PriA SSB inh: -7.0

> COc1ccc(CCC(=O)Nc2cc(C)nn2-c2nc3c(cnn3-c3cccc(C)c3C)c(=O)[nH]2)cc1
  PriA SSB inh: -3.0

> CCN1C(=O)CCc2cc(NC(=O)CC(C)C)ccc21
  PriA SSB inh: 19.0

The listing continues.
SMILES	PriA SSB inh
O=C(NCCN1CCN(c2ccc(F)cc2)CC1)c1ccc(F)c(F)c1	-11.0
CC(O)(CN)c1ccco1 (stereo not given)	-1.0
O=C(Nc1ccc2c(c1)N(C(=O)C1CCCC1)CC2)C1CC1	-8.0
CCN(CC)S(=O)(=O)c1ccc2c(c1)oc(=O)c1cc(S(=O)(=O)N(CC)CC)ccc12	-9.0
CCCC(CCC)C(=O)NCCn1nc(-c2cccs2)ccc1=O	-1.0
O=C(Nc1ccc(SCc2ccc(F)cc2)nn1)c1ccco1	-11.0
COc1ccc(-c2ccc(NC(=O)c3cc(Cl)ccc3Cl)cc2)nn1	1.0
O=C(Nn1cnc2c(cnn2-c2cccc(Cl)c2)c1=O)c1ccccc1Br	-5.0&-3.0
Cc1onc(-c2ccccc2Cl)c1C(=O)NCCn1nc(-c2ccco2)n(C2CC2)c1=O	-10.0
COc1ccc(S(=O)(=O)Nc2cncc(C(=O)Nc3ccc(F)c(F)c3)c2)cc1	2.0
CSc1cccc(NC(=O)CSc2nc3c(sc(=S)n3-c3ccccc3C)c(=O)[nH]2)c1	-2.0
COc1ccc(C(=O)NN=C/C(C)=C/c2ccccc2)cc1OC	-4.1
COc1ccc(CC(=O)NNC(=O)c2ccc(=O)n(Cc3ccc(Cl)cc3)c2)cc1	-7.0
COC(=O)c1c(NC(=O)/C(C#N)=C/c2ccc(-c3ccc(F)cc3)o2)sc2c1CCCC2	9.0
O=C(CSc1n[nH]c(=O)[nH]c1=O)NN=C/C=C\c1ccccc1	-4.9
O=C(NN=C1CCSC1)c1cc(Cl)ccc1O	-11.2
CSC[C@@](C)(O)CNC(=O)Cc1ccsc1	-19.0
Cc1ccc([N+](=O)[O-])cc1-c1ccc(C=Nn2nnnc2N)o1	3.1
Cc1cccc(C=NNC(=O)c2cc(C3CC3)nc3ccccc23)n1	6.2
COc1cccc(NC(=O)NCC#CCN(C)C)c1OC	-21.0
CCC(=O)N1CCCc2ccc(NS(=O)(=O)Cc3ccc(Cl)cc3)cc21	6.0
O=C(Nc1nnc(-c2ccc(Cl)s2)o1)c1ccc(S(=O)(=O)N2CCCc3ccccc32)cc1	-5.0&3.0
O=S(=O)(NN=C/C=C/c1ccccc1)c1ccc(Br)cc1	-9.2
Fc1ccc([C@H]2NCCc3[nH]cnc32)cc1	-9.0
Cc1ccc(C(=O)NN2C(=O)/C(=C/c3ccc(N(C)C)cc3)SC2=S)cc1	-11.0
Cc1ccc(-c2csc3ncnc(Nc4ccc5ccccc5c4)c23)cc1C	1.0
Cc1ccc(C(=O)NN=Cc2cc(C)n(-c3ccc(Br)cc3)c2C)cc1[N+](=O)[O-]	13.0
O=C1c2cccc3cccc(c23)C(=O)N1OS(=O)(=O)c1ccc2[nH]c(=O)[nH]c2c1	-9.0
O=[N+]([O-])c1cc(O)cc2cccnc12	32.0
CCSc1ccccc1C(=O)Nc1ccccc1-c1csc(-c2ccccc2F)n1	-9.0
O=S(=O)(CCC(F)(F)F)N1CCCC(Cc2nc(-c3cnccn3)no2)C1 (stereo not given)	-6.0

High-throughput results as filed in PubChem.
